Scp-1 inhibitor = inhibitors of human Scp-1 phosphatase. 340,000 tested, 0.88% active. inhibition, % at 20 µM. Recombinant Scp1, phosphopeptide, malachite green phosphate absorbance;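 active = inhibition above about 50% at 20 µM, limit read from the data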;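 note: plate controls were DMSO wells with enzyme for no effect and wells lacking enzyme for full effect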
Target sequence (Q9GZU7 76-261 limits assumed): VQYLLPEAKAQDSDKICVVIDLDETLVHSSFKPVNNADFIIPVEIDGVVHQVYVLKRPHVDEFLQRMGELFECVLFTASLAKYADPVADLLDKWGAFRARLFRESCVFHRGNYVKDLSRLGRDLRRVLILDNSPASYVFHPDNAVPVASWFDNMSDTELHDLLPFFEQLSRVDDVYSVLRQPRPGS
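Test system – truncated SCP-1 phosphatase (76-261aa) · Reagent – Phosphorylated 17-residue peptide substrate · Incubation – 45 min room-temperature reaction, 5 min colour, 30 min stabiliser · Detection – colorimetric phosphate reagent with accelerator and stabiliser, absorbance at 630 nm · Measure – % inhibition at 20 µM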
CendR NRP1 mod = NRP-1/CendR interaction modulation; FAM-RPARPAR peptide binding to NRP-1, fluorescence polarization; 360,000 tested, 0.85% active; O14786; AID 602438; inhibition, % at 25 µM;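 active = inhibition or corrected inhibition above about 18%, plus a signal ratio from 0.5 to 1.5, limit read from the data, passing the limit was not always enough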; note: strong numbers were not always called active
Rpn11 inh = inhibitors of human proteasome Rpn11; O00487; human 26S proteasome, Ub4-pepOG fluorescence polarization; 20S core pre-blocked with epoxomicin; calls only at 20 µM; 360,000 tested, 0.59% active; AID 588493;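 active = inhibition at 20 µM, scaled to each plate's controls, above about 33%, limit read from the data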
Target sequence (O00487 whole entry, looked up): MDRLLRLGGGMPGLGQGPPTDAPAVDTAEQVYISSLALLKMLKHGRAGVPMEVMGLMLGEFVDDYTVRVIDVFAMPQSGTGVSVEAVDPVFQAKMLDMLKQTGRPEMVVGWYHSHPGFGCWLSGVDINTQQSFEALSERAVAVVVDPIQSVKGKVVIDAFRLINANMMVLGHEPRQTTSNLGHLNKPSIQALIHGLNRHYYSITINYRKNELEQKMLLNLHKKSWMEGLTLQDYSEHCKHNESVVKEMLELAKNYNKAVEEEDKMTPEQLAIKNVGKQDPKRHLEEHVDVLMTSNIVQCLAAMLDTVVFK
NadD block = inhibitors of Staphylococcus aureus NadD; 360,000 tested, 0.78% active; purified NadD enzyme, colorimetric absorbance read-out; inhibition, % at 20 µM; in the data active = inhibition above about 26%; note: some compounds past the cut are filed as inactive
STEP block = STEP (human) phosphatase inhibition. P54829. recombinant STEP, OMFP fluorogenic substrate, fluorescence. inhibition, % at 20 µM. 360,000 tested, 0.25% active;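 active = inhibition at 20 µM, scaled per plate between control wells, above about 37%, limit read from the data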;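 note: 0% = DMSO with enzyme and substrate and 100% = substrate only without enzyme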
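Assay system: isolated STEP enzyme. Buffer or medium: pH 6.0 Bis-Tris with DTT and Tween 20. Also added: fluorogenic phosphatase substrate OMFP at 25 µM final. Dosing: 20 µM, 1% DMSO. Timing: 20 min reaction, room temperature, in the dark. Measured by: fluorescence intensity, excitation 480 nm, emission 540 nm. Evaluation: normalized % inhibition.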
MT1-MMP act inh = inhibitors of human MT1-MMP activation | HT1080 RFP-PRO-GFP cells, GFP/RFP ratio fluorescence, overnight; percent of plate control window, DMSO zero | AID 651647 | GFP/RFP ratio change, % at 20 µM | 360,000 tested, 0.061% active | P50281;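 active = GFP/RFP ratio change of at least 30% with cell ATP level not reduced by more than half and red fluorescence within 50% of control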; note: strong numbers were not always called active
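system = RFP-PRO-GFP reporter HT1080 cells | dosing = 20 µM single dose, 1% DMSO | timing = overnight cell settling, then overnight compound exposure, 37 °C, 5% CO2 | read-out basis = GFP/RFP fluorescence ratio | controls = DMSO and RFP-L50D-GFP cell wells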
LMPTP inh = blocks human LMPTP phosphatase. recombinant LMPTP-A, OMFP fluorogenic substrate, fluorescence intensity. 360,000 tested, 0.22% active. AID 651560. inhibition, % at 20 µM. P24666;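 active = compounds that cut the enzyme signal by at least half of the control window in the single-dose screen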;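 note: plate controls were DMSO wells with enzyme plus substrate for no effect and substrate without enzyme for full effect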
Target sequence (P24666 whole entry, looked up): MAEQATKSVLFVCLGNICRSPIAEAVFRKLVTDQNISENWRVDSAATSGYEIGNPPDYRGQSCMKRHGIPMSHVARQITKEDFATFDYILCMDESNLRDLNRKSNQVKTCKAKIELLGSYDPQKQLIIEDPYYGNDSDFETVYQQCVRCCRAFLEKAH
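Material: LMPTP-A; amount: 0.625 nM enzyme; doses: single 20 µM dose; times: reaction 50 min, room temperature, dark; technique: fluorescence intensity of OMFP turnover product; benchmarks: no-enzyme and uninhibited controls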
SKN-1 inh = C. elegans SKN-1 inhibition. C. elegans VP596 Pgst-4::GFP/RFP ratio, acrylamide-induced, 24 h. inhibition, % at 21.8 µM. 360,000 tested, 0.49% active. AID 624304;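 active = interference check ratio from 0.5 to 1.5 plus GFP to RFP signal ratio inhibition reaching or exceeding a fixed threshold, cut at about 30% in these data, passing the limit was not always enough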; note: some compounds called inactive have numbers as strong as hits
DNMT1 block = DNMT1 (human) enzyme inhibition; DNMT1 molecular beacon, Hinp1I cleavage, fluorescence; inhibition (reported as % activation of signal), % at 10 µM; P26358; 360,000 tested, 0.83% active; in the data active = inhibition above about 50%
SUMO1-SIM PPI = alters human SUMO1 binding to SIM partners; AID 602429; 360,000 tested, 0.33% active; inhibition, % at 20 µM; SUMO1 binding to a labelled peptide, TR-FRET, 1 h; P63165; in the data active = inhibition above about 37%
Target sequence (P63165 whole entry, looked up): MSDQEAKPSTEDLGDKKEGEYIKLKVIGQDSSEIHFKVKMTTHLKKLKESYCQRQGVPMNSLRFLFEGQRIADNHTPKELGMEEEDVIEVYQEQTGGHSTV
Active calls of the source: *; i = inactive; · = not tested or not shown.

SMILES	SKN-1 inh	STEP block	CendR NRP1 mod	LMPTP inh	NadD block	Rpn11 inh	DNMT1 block	Scp-1 inhibitor	SUMO1-SIM PPI	MT1-MMP act inh
O=C(N/N=C/c1ccc([N+](=O)[O-])cc1)c1cccs1	4	26	-1	5.0	0	i	-1	60*	-14	-1
O=c1cc(NCCCO)c2ccccc2o1	-16	1	14	-0.8	-2	i	1	-13	-1	6
COc1ccc(S(=O)(=O)N2CCC(C(=O)NC3CCCC3)CC2)cc1OC	5	2	0	-1.2	5	i	0	-17	2	-2
CC(=O)Nc1nc2ccccc2n1CCOc1ccccc1Cl	0	2	6	-0.2	0	i	1	-8	-3	10
CC(=O)Nc1ccc(S(=O)(=O)NC2(C(F)(F)F)C(=O)Nc3c2c(=O)[nH]c(=O)n3Cc2cccnc2)cc1 (configuration not stated)	12	0	-3	-0.4	3	i	2	-1	2	-4
O=C(NC1CCCCCC1)c1ccc[nH]c1=S	-3	0	-7	0.1	-3	i	1	-5	3	6
Cc1ccc(Cn2nnc3c(=O)[nH]c(C4CCCN(S(=O)(=O)c5ccccc5F)C4)nc32)cc1 (configuration not stated)	-1	-1	1	1.0	2	i	0	-5	4	-1
COc1ccc(F)cc1S(=O)(=O)Nc1ccc2c(c1)OCO2	12	-2	2	-1.6	-6	i	-1	-4	1	4
CCCNC(=O)C1CN(S(=O)(=O)c2ccc(Cl)s2)c2ccccc2O1 (configuration not stated)	20	-4	-10	0.0	-8	i	3	-8	5	-2
Nc1cc(Cl)ccc1C(=O)OCC(=O)N1CCOCC1	-3	-3	7	0.2	-7	i	0	-2	-6	-2
O=C(NCc1ccccc1Cl)c1cccc(NC(=O)c2ccccc2)c1	-3	-6	18*	-1.7	1	i	-5	-8	4	-3
COc1ccc(N2CCN(Cc3nc4c(c(=O)[nH]c(=O)n4C)n3Cc3cccc(Cl)c3)CC2)cc1	-13	-3	-11	-1.7	5	i	-5	-2	8	-10
CCOC(=O)C(C)n1nc(/C=C/c2ccccc2)ccc1=O (configuration not stated)	-4	-3	4	-0.9	-3	i	4	-5	1	6
COc1cccc(NC(=O)N2CCN(c3cccc(C)c3)C(C)C2)c1 (configuration not stated)	14	-4	10	-1.9	4	i	-1	-1	1	0
CC(C)NC(=O)N(C)C[C@H]1OCCCC[C@H](C)Oc2ccc(NC(=O)NC3CCCCC3)cc2C(=O)N([C@H](C)CO)C[C@@H]1C	-2	1	-8	-2.4	-1	i	3	·	1	-1
CN(CC(=O)Nc1ccc(C#N)cc1)Cc1ccc(Cl)cc1Cl	27	-1	12	1.4	-9	i	7	-21	-1	2
COc1ccc(NC(=O)c2cc(C(=O)Nc3ccc(OC)cc3OC)cc([N+](=O)[O-])c2)c(OC)c1	-4	1	2	-1.4	6	i	1	-1	-8	2
Nc1nc(SCC(=O)Nc2ccc(OC(F)(F)F)cc2)[nH]c(=O)c1NC(=O)c1ccc(Br)o1	-13	1	-3	-1.3	1	i	4	0	11	1
Cc1ccc2cccc(S(=O)(=O)N3CCN(c4ccccc4F)CC3)c2n1	3	1	11	1.5	3	i	1	5	2	-3
CC(c1ccco1)N(Cc1ccco1)C(=O)Nc1ccccc1 (configuration not stated)	13	-3	-10	-0.6	1	i	2	-8	4	-1
CCOc1cc(CNCc2ccccn2)ccc1OCC(=O)NC(C)(C)C	6	1	8	-1.6	-1	i	7	42	2	1
C=Cc1cccc(NC(=O)COc2ccccc2)c1	8	-2	-7	1.5	-6	i	-1	-15	-1	5
CNC[C@@H]1OCc2ccccc2-c2ccccc2C(=O)N([C@@H](C)CO)C[C@@H]1C	8	-2	-4	-2.1	0	i	8	·	1	1
COc1ccc(N(Cc2ccc(N(C)C)cc2)C(=O)c2ccc(S(C)(=O)=O)cc2)cc1	4	4	5	1.0	-3	i	-3	-4	0	5
CCSc1nsc(NC(=O)Nc2ccccc2F)n1	19	0	8	1.2	-3	i	5	-5	11	2
COc1cc(/C=N/NC(=O)CCNC(=O)c2ccccc2Cl)ccc1O	-7	-6	3	-1.3	-5	i	2	-12	3	4
C=CCOC(=O)Nc1nc(CCNC(=O)OCc2ccccc2)c(C(=O)OC)s1	17	·	12	0.1	·	·	·	·	1	-1
COc1ccccc1CNC(=O)CCS(=O)(=O)c1ccc2c(c1)CCCN2C(C)=O	-12	-2	21	-0.5	-2	i	8	35	0	0
CSc1nnc(C)c(=O)n1COC(=O)COc1ccc2ccccc2c1	13	-4	-4	-0.2	-4	i	3	-6	1	4
C/C(CC(=O)Nc1cccc(Cl)c1C)=N\NC(=O)C(=O)NCC(C)C	-2	-3	-4	-2.6	-1	i	0	-9	-2	2

Whole records, quoted from the list.
CCOC(=O)C(C)n1nc(/C=C/c2ccccc2)ccc1=O (configuration not stated) reads SKN-1 inh: -4; STEP block: -3; CendR NRP1 mod: 4; LMPTP inh: -0.9; NadD block: -3; Rpn11 inh: i; DNMT1 block: 4; Scp-1 inhibitor: -5; SUMO1-SIM PPI: 1; MT1-MMP act inh: 6
COc1ccc(N(Cc2ccc(N(C)C)cc2)C(=O)c2ccc(S(C)(=O)=O)cc2)cc1 reads SKN-1 inh: 4; STEP block: 4; CendR NRP1 mod: 5; LMPTP inh: 1.0; NadD block: -3; Rpn11 inh: i; DNMT1 block: -3; Scp-1 inhibitor: -4; SUMO1-SIM PPI: 0; MT1-MMP act inh: 5

Continuation:
SMILES	SKN-1 inh	STEP block	CendR NRP1 mod	LMPTP inh	NadD block	Rpn11 inh	DNMT1 block	Scp-1 inhibitor	SUMO1-SIM PPI	MT1-MMP act inh
CC(NC(=O)NC12CC3CC(CC(C3)C1)C2)C1CCCO1 (configuration not stated)	3	-1	-15	-1.8	9	i	0	-18	4	7
CS(=O)(=O)c1cc(C(=O)O)cc(NCc2ccccc2)c1Oc1ccccc1	18	-3	-8	-1.3	-4	i	5	·	4	1
COc1ccc(-c2cc3nc(C)cc(N4CC(C)CC(C)C4)n3n2)cc1 (configuration not stated)	15	1	-5	6.1	9	i	-3	36	-1	-3
Cn1cc(/C=N/NC(=O)c2cc3cc(Br)ccc3o2)c2ccccc21	2	4	-11	-1.1	19	i	9	62*	-7	1
CC(=O)N1CCN(C(=O)CNC(=O)c2ccc(C)s2)CC1	10	0	4	-0.1	-6	i	2	-8	4	0
COc1nc(OCCNC(=O)Nc2ccccc2)nc(N(C)C)n1	-8	-1	-4	-1.3	3	i	0	-5	0	5
Cc1ccc(S(=O)(=O)CC(O)CN2CCCC2=O)cc1 (configuration not stated)	17	-5	-12	-1.3	8	i	-1	-4	0	5
C=CCn1c(CNC(=O)c2ccco2)nnc1SCC(=O)Nc1cccc(Br)c1	7	2	-9	-0.4	4	i	-8	-13	-3	6
O=C(Cn1nnc(-c2ccccc2)n1)NCc1ccco1	-3	-1	2	-0.5	-2	i	-1	-2	4	2
O=c1c2ccccc2cnn1Cc1n[nH]c(=S)n1-c1ccccc1Cl	-2	0	5	-1.6	3	i	10	6	5	·
CC(OC(=O)c1ccc(O)cc1)C(=O)Nc1ccc(Oc2ccccc2)cc1 (configuration not stated)	-3	0	5	3.2	-5	i	-42	-15	3	8
Cc1nc2ccc(S(=O)(=O)NC(CC(C)C)C(=O)O)cc2s1 (configuration not stated)	3	1	0	-0.3	-1	i	3	-2	3	0
COc1ccc(OC(C)C(=O)Nc2ccc([N+](=O)[O-])cc2)cc1 (configuration not stated)	3	-1	3	-1.0	-10	i	0	-7	-18	1
CN1CCN(CCOc2ccc(Cl)c(Cl)c2)CC1	9	1	-6	-1.4	-5	i	10	-5	-3	1
CC(=O)Nc1ccc(NC(=O)C(=O)NCC(c2ccco2)N2CCc3ccccc32)cc1 (configuration not stated)	-6	-1	4	2.2	-7	i	14	4	1	0
CC1CCc2c(sc3[nH]c(=S)n(C)c(=O)c23)C1 (configuration not stated)	5	1	-8	2.1	2	i	1	-10	17	-2
COc1cc(/C=N/NC(=O)c2ccccn2)ccc1OC(=O)c1cccs1	7	2	0	-1.0	-3	i	-2	-2	-15	3
CCOc1ccc(C(=O)Nc2ccccc2C(=O)O)cc1	4	0	3	-0.1	0	i	3	-11	5	1
CC1CN(c2nc(-c3ccccc3)nnc2-c2ccccc2)CC(C)O1 (configuration not stated)	7	1	8	1.8	4	i	0	3	3	-4
COc1ccc(N2C(=O)C3CCCN3C2c2ccc(C)o2)cc1 (configuration not stated)	4	-2	2	-1.4	-4	i	3	-1	4	-1
C[C@H](CO)N1C[C@H](C)[C@@H](CN(C)S(=O)(=O)c2ccc(F)cc2)Oc2c(NC(=O)NC3CCCCC3)cccc2C1=O	2	0	4	-0.8	0	i	0	-1	4	-5
COC(=O)c1ccc(CSc2ccc3nnc(-c4ccccn4)n3n2)o1	2	-2	7	0.9	1	i	2	-10	-1	0
O=C(CCN1CCCCC1)c1ccc2c(c1)OCCO2	5	-2	13	-0.2	4	i	0	0	3	·

3 records drawn at random from the list so far, as already listed:
SMILES	SKN-1 inh	STEP block	CendR NRP1 mod	LMPTP inh	NadD block	Rpn11 inh	DNMT1 block	Scp-1 inhibitor	SUMO1-SIM PPI	MT1-MMP act inh
C[C@H](CO)N1C[C@H](C)[C@@H](CN(C)S(=O)(=O)c2ccc(F)cc2)Oc2c(NC(=O)NC3CCCCC3)cccc2C1=O	2	0	4	-0.8	0	i	0	-1	4	-5
COC(=O)c1ccc(CSc2ccc3nnc(-c4ccccn4)n3n2)o1	2	-2	7	0.9	1	i	2	-10	-1	0
COc1ccc(-c2cc3nc(C)cc(N4CC(C)CC(C)C4)n3n2)cc1 (configuration not stated)	15	1	-5	6.1	9	i	-3	36	-1	-3

Screening data: PubChem BioAssay, Sanford-Burnham Center for Chemical Genomics
